# IL-1B inflam inh: inflammasome signaling inhibition, IL-1 beta readout. activity change, % at 57.5 µM. actives 4.7% (n = 360,000). THP-1 LPS/ATP IL-1B secretion, AlphaLISA, 16 h; stronger effect = lower value; in the data active = activity change below about -50%; inconclusive = mostly about -30% to -49%; note: % is set by controls: 0 for no effect and ±100 for the full control effect
#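 THP-1 cells pretreated 1 hr with compounds (up to 57.5 uM final), then stimulated with LPS (250 ng/mL final) plus ATP (1.25 mM final); secreted IL-1B measured by AlphaLISA after 16 hr, decreased signal indicating inhibition.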
# SW480 rerep: inducers of DNA re-replication in SW480 colon cancer cells. SW480 DNA re-replication, Hoechst DNA content imaging, 48 h. Potency, µM (series often up to 46.1 µM), for inactives: top-dose re-replication activation, usual class: activators. actives 1.8% (n = 340,000); note: potency is the fitted concentration of half-maximal effect; % of control where 0% means no effect; nearly all actives have a fitted effect of over 55% in size
#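 SW480 cells exposed to compounds for 48 hr at 37 C, 5% CO2, then Hoechst-stained 40 min. Nuclear DNA content imaged by fluorescence scanning (405 nm excitation, 500-530 nm emission); re-replication scored as increased high-intensity nuclei.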
# HT1080 IDH1KD tx: kills HT-1080 cells with IDH1 knockdown; HT-1080 IDH1 knockdown viability, ATP luminescence, 48 h; Potency, µM (highest dose often 46.1 µM), inactives show at the highest dose activity, negative = toxicity, hits mostly cytotoxic; actives 2% (n = 360,000);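 note: potency is the fitted concentration of half-maximal effect; 0% = DMSO wells and -100% = cell-free medium wells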
#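 Knockdown cells (IDH1KD HT-1080) received compounds 2 h after plating at 750 cells/well and were kept 48 h at 37 °C in 5% FBS RPMI. A CellTiter-Glo luminescence read gave % activity for curve fitting.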
# KB-V1 cytotox: kills drug-selected multidrug resistant KB-V1 cells; actives 3.4% (n = 400,000); Potency, µM (top dose mostly 46.1 µM), for inactives: at the highest dose activity change, negative = cytotoxicity, actives largely listed as cytotoxic; KB-V1 MDR cells viability, CellTiter-Glo, 72 h; note: potency is the fitted concentration of half-maximal effect; % is set by controls: 0 for no effect and ±100 for the full control effect; nearly all actives have a fitted effect of over 60% in size
#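 KB-V1, DMEM (no phenol red) + 10% FBS; cpd pin-transferred, titration series; 72 h, 37 degrees C; CellTiter-Glo, luminescence. Data normalized, curve-fit.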
# ATXN2 expr inh: reduces ATXN2 reporter expression in HEK-293 cells; Potency, µM (doses to about 57 µM), for the others: top-dose activity change, negative = inhibition, hits mostly inhibitors; HEK-293 ATXN2-luciferase reporter, luminescence, 24 h; actives 0.72% (n = 360,000); note: potency is the fitted concentration of half-maximal effect; % is set by controls: 0 for no effect and ±100 for the full control effect; nearly all actives have a fitted effect of over 55% in size
#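 qHTS (up to 57 uM final) was run with 24 h compound exposure of reporter cells at 37 °C. Each well was multiplexed: SteadyGlo luminescence measured ATXN2-luciferase expression after a fluorogenic Gly-Phe-AFC viability readout (25 uM final).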
# KB-3-1 cytotox: kills parental KB-3-1 adenocarcinoma cells; KB-3-1 viability, CellTiter-Glo ATP luminescence, 72 h; Potency, µM (highest dose often 46.1 µM), without a hit: at the highest dose activity change, negative = cytotoxic, usual class: cytotoxic; actives 1.4% (n = 400,000); note: potency is the fitted concentration of half-maximal effect; % is set by controls: 0 for no effect and ±100 for the full control effect; nearly all actives have a fitted effect of over 60% in size
#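 Viability of parental KB-3-1 cells, measured by CellTiter-Glo luminescence, followed a 72 h incubation at 37 °C with pinned compounds in phenol-red-free DMEM containing 10% FBS.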
# WRN inhibitor: blocks human WRN helicase | Q14191 | WRN helicase unwinding, fluorescent forked duplex, kinetic | Potency, µM (titrated, usually from 114 µM), for the others: at the highest dose activity change, negative = inhibition, hits mostly inhibitors | actives 0.46% (n = 360,000) | AID 651768; note: potency is the fitted concentration of half-maximal effect; % is set by controls: 0 for no effect and ±100 for the full control effect; nearly all actives have a fitted effect of over 55% in size
# Target sequence (Q14191 whole entry, looked up): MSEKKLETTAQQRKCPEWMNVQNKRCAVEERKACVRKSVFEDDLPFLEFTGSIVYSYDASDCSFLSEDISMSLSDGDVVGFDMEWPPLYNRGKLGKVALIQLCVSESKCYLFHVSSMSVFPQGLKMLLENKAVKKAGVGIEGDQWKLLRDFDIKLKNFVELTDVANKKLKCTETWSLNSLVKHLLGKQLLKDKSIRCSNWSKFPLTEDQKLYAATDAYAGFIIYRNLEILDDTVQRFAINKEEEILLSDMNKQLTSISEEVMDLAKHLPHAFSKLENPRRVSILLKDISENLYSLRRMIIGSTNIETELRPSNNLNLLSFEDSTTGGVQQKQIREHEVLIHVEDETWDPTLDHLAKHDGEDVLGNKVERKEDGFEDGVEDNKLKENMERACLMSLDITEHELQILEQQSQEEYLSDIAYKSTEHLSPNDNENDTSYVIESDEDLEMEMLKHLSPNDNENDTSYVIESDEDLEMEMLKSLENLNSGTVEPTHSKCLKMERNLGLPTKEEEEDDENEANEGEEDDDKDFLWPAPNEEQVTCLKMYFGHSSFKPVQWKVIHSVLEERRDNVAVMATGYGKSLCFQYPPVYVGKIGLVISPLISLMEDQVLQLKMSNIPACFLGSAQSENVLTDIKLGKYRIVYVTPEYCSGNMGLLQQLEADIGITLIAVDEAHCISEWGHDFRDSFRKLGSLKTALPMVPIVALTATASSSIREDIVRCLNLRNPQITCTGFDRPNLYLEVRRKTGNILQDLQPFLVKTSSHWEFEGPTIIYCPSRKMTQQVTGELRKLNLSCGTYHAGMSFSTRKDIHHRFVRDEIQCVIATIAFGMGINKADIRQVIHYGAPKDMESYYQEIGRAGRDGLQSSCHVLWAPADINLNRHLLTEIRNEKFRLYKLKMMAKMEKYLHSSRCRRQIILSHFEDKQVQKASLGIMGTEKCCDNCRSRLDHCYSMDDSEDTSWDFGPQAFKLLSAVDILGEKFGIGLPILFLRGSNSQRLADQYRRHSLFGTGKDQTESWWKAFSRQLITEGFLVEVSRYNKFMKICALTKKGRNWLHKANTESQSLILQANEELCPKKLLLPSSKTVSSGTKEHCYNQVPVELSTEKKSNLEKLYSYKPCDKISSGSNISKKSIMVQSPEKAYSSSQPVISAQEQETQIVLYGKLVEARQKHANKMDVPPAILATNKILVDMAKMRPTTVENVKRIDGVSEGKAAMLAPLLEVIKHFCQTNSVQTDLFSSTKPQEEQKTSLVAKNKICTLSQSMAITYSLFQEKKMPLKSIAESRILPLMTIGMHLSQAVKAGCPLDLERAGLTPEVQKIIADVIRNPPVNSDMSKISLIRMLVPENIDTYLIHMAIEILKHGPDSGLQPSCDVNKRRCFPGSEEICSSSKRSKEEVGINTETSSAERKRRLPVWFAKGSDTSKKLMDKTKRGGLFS
#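 WRN at 20 nM final was preincubated with compound for 15 min at room temperature; reaction started with 100 nM forked duplex oligonucleotide carrying fluorophore and quencher plus 2 mM ATP (final). Unwinding followed kinetically by red fluorescence (ex 525/em 598 nm).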
# HT1080-NT tox: kills 2HG-producing HT-1080-NT fibrosarcoma cells | HT-1080-NT fibrosarcoma viability, CellTiter-Glo ATP luminescence, 48 h | Potency, µM (highest dose often 46.1 µM), without a hit: at the top dose activity, negative = less viability, actives largely listed as cytotoxic | actives 1.6% (n = 360,000) | AID 686970;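 note: NT is the 2HG producing partner of a matched IDH1 knockdown line; potency is the fitted concentration of half-maximal effect; 0% = DMSO-treated cells and -100% = media-only wells without cells; nearly all actives have a fitted effect of over 55% in size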
#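 HT-1080-NT fibrosarcoma cells (2HG-overproducing), 750 cells/well in RPMI with 5% FBS, dosed after 2 h and incubated 48 h at 37C. CellTiter-Glo luminescence normalized to DMSO and no-cell wells; concentration-response curves fitted and classed.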
# MCF10A rereplic: induces DNA re-replication in MCF 10a normal breast cells; MCF 10A DNA re-replication, Hoechst nuclear intensity, 48 h; Potency, µM (highest dose often 46.1 µM), inactives show top-dose activity, positive = re-replication, usual class: activators; actives 2.9% (n = 350,000); note: potency is the fitted concentration of half-maximal effect; % of control where 0% means no effect; nearly all actives have a fitted effect of over 50% in size
# The depositor's hits bear a star; i = inactive; ? = inconclusive; / = not tested or not shown; [ ] = dose if it differs, or a comment. Unless noted, calls come from the whole dose curve; as a rule, active = well fitted curve in the direction sought with a large enough effect; inconclusive = small, poorly fitted or top-dose-only effect, or another doubt; inactive = no such curve, though single readings can be large; an effect the other way counts as inactive or inconclusive.
compound	IL-1B inflam inh	SW480 rerep	HT1080 IDH1KD tx	KB-V1 cytotox	ATXN2 expr inh	KB-3-1 cytotox	WRN inhibitor	HT1080-NT tox	MCF10A rereplic
CCOCCCNC(=O)CCn1ccc2cc(S(=O)(=O)N3CCCC3)ccc21	-0.1	-7.5%	-0.9%	4.2%	-17.9%	18.1%	-6.2%	-4.7%	-2.7%
Cc1ccc(-c2nc(CS(=O)CC(=O)NCCCN3CCN(Cc4ccccc4)CC3)c(C)o2)cc1 (stereo unspecified)	-71.4*	24.5%	?	0.0%	-37.3%	-2.2%	8.8%	-24.0%	8.0%
Cc1nnc(NC(=O)c2ccc(Br)cc2)s1	0.0	-0.2%	10.7%	11.4%	13.3%	19.6%	5.2%	14.0%	5.9%
Cc1cccc(CN2CCC(n3nccc3NC(=O)c3ccccc3C)CC2)n1	0.0	0.3%	8.4%	18.0%	1.4%	-2.6%	-14.2%	3.2%	1.1%
C/C=C(\C)C(=O)NNC(=O)c1sc(-c2ccccc2)nc1C	-1.7	-0.6%	12.7%	-3.7%	42.9%[activator]	?	-3.9%	?	-2.7%
CCN(C(=O)c1cc2c(s1)-c1ccccc1S(=O)(=O)C2)c1cc(OC)ccc1OC	-1.8	7.9%	-7.0%	1.0%	2.3%	-11.8%	-5.6%	0.0%	19.5%
O=C(NCCCN1CCOCC1)c1c(F)c(F)c(F)c(F)c1F	i	-5.7%	-1.2%	0.0%	3.2%	1.6%	-6.1%	9.7%	-1.0%
CCCC(O)(c1ccccc1)C(CN1CCOCC1)c1ccccc1 (stereo unspecified)	25.9	-0.7%	12.3%	-2.4%	-3.9%	2.6%	-2.5%	6.2%	-2.5%
CC12CN3CC(C)(CN(C1)C3c1ccccc1Cl)C2O (stereo unspecified)	4.2	?	-4.9%	0.0%	-0.4%	0.0%	-7.3%	-0.3%	?
CCn1nc(NS(=O)(=O)c2ccc(NC(C)=O)cc2)c2cc3cc(C)ccc3nc21	56.3	-2.3%	-4.6%	?	8.7%	-6.8%	0.5%	7.3%	6.0%
COc1ccc(-c2cc3nc(-c4ccccc4)cc(N4CCN(C(=O)c5ccsc5)CC4)n3n2)cc1	-18.9	/	-1.3%	-16.0%	1.0%	-17.1%	-22.7%	-0.3%	/
CCOC(=O)c1c(NC(=O)N/N=C/c2ccccc2OCC)sc(C(C)=O)c1C	56.6	4.4%	9.6%	?	-0.6%	16.4µM*	-5.3%	10.2%	?
O=C(c1cc(C2CCCCN2C(=O)CCCc2ccccc2)on1)N1CCOCC1 (stereo unspecified)	-1.3	/	21.9%	-16.6%	-4.1%	-0.6%	0.9%	10.2%	/
Cc1[nH]nc2c1C(c1ccccc1F)NC2=O (stereo unspecified)	20.5	-8.1%	3.4%	-3.9%	3.1%	9.7%	5.0%	17.6%	0.5%
CC(C)(C)c1ccc(C(=O)NCCCn2ccnc2)cc1	7.2	3.9%	11.8%	0.5%	-11.2%	-27.8%	2.7%	12.8%	22.7%
CC(C)C(=O)Nc1cccc(-c2nc3ccccc3c(=O)o2)c1	8.6	1.0%	16.4%	1.0%	-9.5%	9.9%	-10.5%	13.0%	-21.5%
CCCCCCCCN1C(=O)[C@H](CC(=O)NCc2ccc(C)o2)C[C@@]2(C(=O)OC)CC(C)(C)CC=C12	-70.8*	/	?	?	/	?	-3.6%	?	/
C[n+]1ccn(CC(=O)c2ccc(Br)cc2)c1	3.4	-1.4%	3.0%	-3.9%	-6.5%	6.3%	-1.5%	11.3%	7.6%
O=C(C1CCCN(S(=O)(=O)c2ccccc2)C1)N1CCCCC1 (stereo unspecified)	42.7	-28.7%	1.9%	-20.2%	5.5%	-15.4%	-1.3%	8.3%	-0.1%
CCCc1nnc(NC(=O)C(CC)OC(=O)c2cc(C)nc3ccccc23)s1 (stereo unspecified)	30.0	-0.5%	2.0%	0.7%	4.6%	11.3%	-7.7%	-0.6%	-183.2%[0.0737 µM]
O=C1OCCC1Sc1nc2ccccc2c(=O)n1-c1ccc(F)cc1 (stereo unspecified)	7.3	-100.6%[inhibitor]	-4.5%	-3.5%	-15.2%	12.3%	2.8%	-1.9%	-40.2%[inhibitor]
COc1ccccc1Cc1c(-c2ccccc2)nc2ccc(Br)cn12	24.6	/	?	5.4%	0.0%	-22.6%	-2.5%	?	/
O=c1cc(O)c2sc(Nc3ccc(Cl)c(F)c3)nc2[nH]1	22.1	?	-13.1%	23.7%	1.4%	13µM*	?	-0.5%	18.2%
O=C(O)CCCC(=O)NCCCCc1ccccc1	0.0	1.3%	-6.8%	-3.3%	2.2%	11.0%	6.8%	3.3%	0.4%
Cc1ccc2c(c1)N(C(=O)CCC(=O)NCCCN1CCOCC1)CCO2	-7.8	-15.6%	2.4%	4.1%	-27.0%	15.6%	-1.5%	-3.1%	3.0%

# Full records from above. Screens in order: IL-1B inflam inh, SW480 rerep, HT1080 IDH1KD tx, KB-V1 cytotox, ATXN2 expr inh, KB-3-1 cytotox, WRN inhibitor, HT1080-NT tox, MCF10A rereplic
# CCCCCCCCN1C(=O)[C@H](CC(=O)NCc2ccc(C)o2)C[C@@]2(C(=O)OC)CC(C)(C)CC=C12 in the list: -70.8*, /, ?, ?, /, ?, -3.6%, ?, /
# CCOC(=O)c1c(NC(=O)N/N=C/c2ccccc2OCC)sc(C(C)=O)c1C in the list: 56.6, 4.4%, 9.6%, ?, -0.6%, 16.4µM*, -5.3%, 10.2%, ?

# The listing continues.
compound	IL-1B inflam inh	SW480 rerep	HT1080 IDH1KD tx	KB-V1 cytotox	ATXN2 expr inh	KB-3-1 cytotox	WRN inhibitor	HT1080-NT tox	MCF10A rereplic
CC(=O)NC(CC(=O)Nc1nc(-c2ccc(N(C)S(C)(=O)=O)cc2)cs1)c1ccccc1 (stereo unspecified)	?	10.7%	-23.9%	-0.5%	-24.5%	-26.2%	4.1%	-19.0%	?
CSc1ccc(/C=N\NC(=O)CC(=O)NC(C)C)cc1	11.6	0.3%	-9.5%	-3.8%	-1.9%	-0.4%	4.2%	6.3%	-2.4%
Cc1cccc(Cn2c(SCCN3CCCCC3)nc3c2c(=O)[nH]c(=O)n3C)c1	-23.5	-1.2%	-4.3%	-8.7%	-11.2%	0.0%	7.0%	-3.4%	4.2%
O=S(=O)(c1ccc(=S)[nH]c1)N1CCCC1	7.3	-2.1%	-0.9%	2.6%	-4.3%	-2.3%	-21.7%	-7.3%	-2.0%
CC(=O)n1cc([C@H]2C=C(C(=O)N3CCN(Cc4ccccc4)CC3)O[C@@H](OCCCCO)C2)c2ccccc21	-8.9	18.4%[9.22 µM]	0.0%	7.2%	-16.7%	-1.1%	-5.8%	-13.9%	-0.9%
CC1CN(S(=O)(=O)c2ccc(NC(=O)c3ccco3)cc2)CC(C)O1 (stereo unspecified)	-14.1	-1.0%	0.0%	-3.3%	-21.3%	-2.6%	-5.9%	-0.2%	8.2%
CCN(CC)S(=O)(=O)c1ccc(N2CCOCC2)c(NC(=O)COc2ccccc2C)c1	-55.8*	-42.9%[inhibitor]	-8.5%	-15.3%	-20.8%	1.5%	-8.1%	-6.6%	7.2%
COCc1cc(C)nc(OCC(=O)N/N=C/c2ccco2)c1C#N	23.6	-1.2%	8.4%	14.4%	-3.4%	10.5%	4.9%	21.6%	-2.7%
O=C(O)c1ccc(Cl)c(S(=O)(=O)Nc2ccc3cn[nH]c3c2)c1	23.2	2.1%	1.6%	4.8%	-3.7%	20.2%	-14.1%	-1.7%	-0.1%
CSCCC(NC(=O)c1ccc(Cl)cc1)C(=O)OCC(=O)c1ccc[nH]1 (stereo unspecified)	13.7	-2.8%	18.8%	0.0%	3.2%	15.8%	-1.6%	24.9%	-7.2%
O=C(NCCSSCCNC(=O)c1ccccc1)c1ccccc1	-67.5*	?	-27.3%	?	4.4%	?	-32.5%	-15.0%	?
CCOC(=O)c1cc2sccc2n1CC(=O)OC(C)C	4.9	-14.6%	-6.3%	15.2%	2.3%	-1.3%	6.0%	7.4%	-5.9%
Cc1noc(C)c1S(=O)(=O)Nc1ccc(C(=O)N2CCN(c3ccc(Cl)cc3)CC2)cc1	-4.3	-6.7%	-16.4%	14.0%	-7.1%	-20.4%	-9.6%	-25.9%	?
O=C(/C=C/c1ccc(Cl)cc1)Nc1nccs1	14.0	-13.7%	-23.9%	24.5%	/	2.2%	4.2%	-2.2%	2.2%
CCNC(=O)COC(=O)c1[nH]c(C)c(C(=O)OC)c1C	36.8	-12.1%	9.9%	23.3%	16.5%	1.6%	4.7%	14.8%	4.9%
C#CCNS(=O)(=O)c1ccc(F)cc1Br	-2.6	-1.2%	5.9%	-0.3%	10.1%	0.0%	-6.8%	7.5%	?
CC(NC(=O)COC(=O)CCNC(=O)c1ccco1)C12CC3CC(CC(C3)C1)C2 (stereo unspecified)	1.8	-4.4%	1.7%	1.4%	3.2%	0.9%	-6.3%	0.7%	0.3%
COc1ccc2[nH]c(=O)c(NC(N)=S)nc2c1	0.6	-0.7%	?	17.9%	-7.4%	6.8%	-10.4%	19.6%	0.6%
COc1ccc(C(=O)NC(=S)Nc2nnn(C)n2)cc1	0.0	10.5%	-0.3%	-2.6%	9.0%	?	5.2%	6.5%	-10.2%
C=CCN(CC=C)Cc1ccc(C(=O)OC)o1	13.4	-6.8%	14.2%	-0.6%	1.1%	12.4%	-10.5%	11.3%	-2.4%
N#C/C(=C\c1cn(CCOc2ccccc2)c2ccccc12)C(=O)NCC1CCCO1 (stereo unspecified)	?	?	-16.2%	6.51µM*	3.2%	-29.6%	-9.3%	-1.8%	18.9%
COc1ccccc1C(=O)NCC(=O)Nc1ccccc1	29.5	-1.9%	-1.6%	-2.4%	5.4%	7.3%	-13.6%	-1.4%	-0.8%
